# Bioassay records as filed in PubChem BioAssay.
# ABCB1 block: ABCB1 efflux pump inhibitors, primary screen, cell-based, multiplex, flow cytometry, ABCG2 counter-screen; ATP-dependent translocase ABCB1 (Homo sapiens), P08183; CCRF-Adr cells, JC-1 efflux; inhibition, % at 6.6 µM; actives 0.067% (n = 190,000); in the data active means inhibition above about 40%;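 further: 0% = vehicle and 100% = reference inhibitor; higher value means more JC-1 retained so stronger ABCB1 efflux block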
# Cdc42 wt: modulators of GTP binding to wildtype Cdc42, primary screen, biochemical, multiplex bead flow cytometry, Bodipy-GTP. percent activity (GTP binding), % at 10 µM. Cell division control protein 42 homolog (Homo sapiens), P60953. actives 0.2% (n = 190,000). GST-Cdc42 beads; actives lie on both sides;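 active means percent activity GTP binding at least 20 points away from the 100% baseline, either down as inhibitor or up as activator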;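 further: median bead fluorescence of bound Bodipy-FL-GTP at 100 nM; 0% = excess unlabeled GTP control and 100% = no compound control; below 100% means less GTP binding so inhibitor and above means activator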
# Target sequence (P60953 whole entry, looked up): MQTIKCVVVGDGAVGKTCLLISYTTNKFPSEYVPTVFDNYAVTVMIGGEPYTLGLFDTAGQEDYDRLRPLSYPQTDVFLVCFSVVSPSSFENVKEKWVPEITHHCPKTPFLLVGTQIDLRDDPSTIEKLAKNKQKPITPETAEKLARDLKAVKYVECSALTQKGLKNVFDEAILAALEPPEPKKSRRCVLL
# ABCG2 block: ABCG2 efflux pump inhibitors, primary screen, multiplex with ABCB1, IgMXP3 cells, flow cytometry; inhibition, % at 6.6 µM; Broad substrate specificity ATP-binding cassette transporter ABCG2 (Homo sapiens), Q9UNQ0; actives 0.1% (n = 190,000); AID 1325, 2008; JC-1 efflux;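 active means inhibition above 80%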;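 further: 0% = DMSO and 100% = nicardipine control wells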
# Target sequence (Q9UNQ0 whole entry, looked up): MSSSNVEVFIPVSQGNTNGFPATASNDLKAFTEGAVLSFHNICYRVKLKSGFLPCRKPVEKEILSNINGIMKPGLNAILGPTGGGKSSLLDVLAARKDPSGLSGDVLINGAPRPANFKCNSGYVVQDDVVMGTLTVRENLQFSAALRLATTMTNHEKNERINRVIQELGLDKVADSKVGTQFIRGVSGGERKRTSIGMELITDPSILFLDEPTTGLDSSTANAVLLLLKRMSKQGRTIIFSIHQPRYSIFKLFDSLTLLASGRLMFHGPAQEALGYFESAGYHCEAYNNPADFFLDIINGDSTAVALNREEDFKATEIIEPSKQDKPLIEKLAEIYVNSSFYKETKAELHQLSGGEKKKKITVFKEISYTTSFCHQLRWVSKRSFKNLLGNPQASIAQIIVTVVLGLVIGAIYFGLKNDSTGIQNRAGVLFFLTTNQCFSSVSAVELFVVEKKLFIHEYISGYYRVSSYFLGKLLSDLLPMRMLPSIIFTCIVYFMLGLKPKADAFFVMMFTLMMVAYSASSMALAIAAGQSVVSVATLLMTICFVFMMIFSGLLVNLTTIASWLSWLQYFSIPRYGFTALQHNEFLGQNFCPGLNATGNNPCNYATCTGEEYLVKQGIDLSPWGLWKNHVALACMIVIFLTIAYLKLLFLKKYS
#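 material = IgMXP3 (ABCG2) plus far-red-tagged CCRF-Adr (ABCB1) cells | amount = 3 million cells/mL, equal mix of both lines | also added = JC-1 transporter substrate | dosing = one concentration, 6.6 µM final | schedule = 10 min at 25 °C | measured by = flow cytometric JC-1 green MFI at 530 nm | read-out basis = percent efflux inhibition, scaled nicardipine 100% to DMSO 0%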
# Rac1 act GTP bind: GTP binding modulators of activated mutant Rac1, primary screen, biochemical, bead-based flow cytometry, multiplex, fluorescent GTP; GST-Rac1 activated beads; actives lie on both sides; 100% means binding = to untreated wells; actives 0.11% (n = 190,000); percent activity (GTP binding), % at 10 µM; Ras-related C3 botulinum toxin substrate 1 (Homo sapiens), P63000;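 active means GTP binding at least 20 percentage points away from the 100% baseline, in either direction, so actives lie on both sides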
# Rab2A wt mod: modulators of GTP binding to Rab2A wildtype, primary screen, biochemical, dog, bead-based flow cytometry, multiplex | Ras-related protein Rab-2A (Canis lupus familiaris), P61105 | actives 0.19% (n = 190,000) | GTP binding activity, % at 10 µM | GST-Rab2 wt beads, Bodipy-GTP binding;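 active means GTP binding activity at least 20 points away from 100%, either lowered or raised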;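 further: 0% = beads with excess unlabeled GTP and 100% = no-compound control corrected for plate trend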
# Mcl1-Noxa inh: Mcl-1/Noxa binding inhibitors, primary screen, biochemical, TR-FRET, 1536-well | AID 1022, 2008 | actives 1.5% (n = 220,000) | inhibition, % at 21.7 µM | TR-FRET Mcl-1/Noxa peptide binding, 2 h;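 active means compounds that cut the protein-peptide binding signal by more than 50% relative to plate controls in a single-dose test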;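 further: His-tagged Mcl-1 with rhodamine Noxa BH3 peptide and terbium anti-His antibody; 0% = Mcl-1 plus Noxa peptide wells and 100% = peptide-only wells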
# Pf gametocyte: late stage P. falciparum gametocyte viability inhibitors, primary screen, ATP luminescence, HTS; P. falciparum stage V gametocytes, 24 h; inhibition, % at 10.9 µM; actives 0.065% (n = 150,000);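 active means inhibition above the mean plus 3 SD of compounds within the control limits, set per campaign, cut at about 38% in these data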;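 further: 0% = DMSO wells and 100% = medium only without gametocytes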
# Rab7 wt modul: modulators of GTP binding to Rab7, primary screen, biochemical, wildtype, multiplex bead flow cytometry; actives 0.055% (n = 190,000); GST-Rab7 beads, fluorescent GTP binding; actives lie on both sides; untreated = 100%, excess cold GTP = 0%; GTP binding activity (percent of control), % at 10 µM; Rab7 GTPase wild type (dog), Bodipy-FL-GTP binding;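 active means fluorescent GTP binding to Rab7 beads changed by at least 20 points from the 100% baseline, either direction, mostly lower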;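 further: median green fluorescence of bound Bodipy-FL-GTP per Rab7 bead population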
# Avidin fluor: green autofluorescence of compounds with avidin beads – biophysical, 488/530 nm, flow cytometry, artefact control, profiling panel | compound fluorescence 488/530 nm; hits give high values | fluorescence (KMESF) at 10 µM | actives 0.38% (n = 220,000); in the data active means fluorescence above about 47; further: inactives centre near 10
# HRas wt GTP bind: modulators of GTP binding to HRas wildtype, primary screen, biochemical, bead-based flow cytometry, multiplex; GTPase HRas (Homo sapiens), P01112; GST-Ras wt beads, Bodipy-FL-GTP binding; actives lie on both sides; GTP binding activity, % at 10 µM; actives 0.14% (n = 190,000);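 active means GTP binding activity at least 20% away from the 100% baseline, either lowered as inhibitor or raised as activator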;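 further: 0% = unlabeled GTP competition control and 100% = no-compound control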
# Target sequence (P01112 whole entry, looked up): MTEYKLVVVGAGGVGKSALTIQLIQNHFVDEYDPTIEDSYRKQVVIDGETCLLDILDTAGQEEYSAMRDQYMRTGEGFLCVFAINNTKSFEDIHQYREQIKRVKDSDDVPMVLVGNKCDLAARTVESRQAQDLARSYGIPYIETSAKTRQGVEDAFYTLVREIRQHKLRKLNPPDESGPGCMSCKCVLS
# Rac1 wt modul: wildtype Rac1 GTP binding modulators, primary screen, biochemical, GST-Rac1 beads, flow cytometry, multiplex; GTP binding activity (% of control), % at 10 µM; Ras-related C3 botulinum toxin substrate 1 (Homo sapiens), P63000; actives 0.27% (n = 190,000); fluorescent GTP binding; actives lie on both sides; 0 = cold GTP competed, 100 = untreated;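 active means GTP binding activity at least 20 points away from the 100% control level, either lower or higher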
# Numbers without * were called inactive; x = not tested or not shown.
SMILES,ABCB1 block,Cdc42 wt,ABCG2 block,Rac1 act GTP bind,Rab2A wt mod,Mcl1-Noxa inh,Pf gametocyte,Rab7 wt modul,Avidin fluor,HRas wt GTP bind,Rac1 wt modul
CC1=C(C(=O)Nc2ccccc2)C(c2ccco2)n2ncnc2N1 (stereo unspecified),1.9,102,-2,99,101,-24,20,101,12,102,107
Cc1ccc2nc(N3CC(=O)Nc4ccccc43)nc(-c3ccccc3)c2c1,-0.5,102,-2,98,99,10,4,101,9,98,104
CCCn1c(SCC(=O)Nc2ccc(OC)cc2[N+](=O)[O-])n[nH]c1=O,2.8,103,10,98,102,12,2,105,8,100,102
CCCCCN(C(=O)COC(=O)c1ccc(Br)o1)c1c(N)n(CCCC)c(=O)[nH]c1=O,-0.6,103,47,101,100,36,-4,102,11,101,106
COc1cc(NC(=S)NC(=O)c2ccc(C)cc2C)ccc1NC(=O)c1cccs1,0.5,92,6,94,95,9,x,92,24,95,91
CCN1CCN(C(c2cccs2)C(C)NC(=O)c2cccnc2)CC1 (stereo unspecified),1.2,96,2,98,97,-14,-2,95,17,97,96
CCOC(=O)C1(C)NC(c2ccc(OC)c(OC)c2)C2C(=O)N(CC)C(=O)C21 (stereo unspecified),0.4,101,1,99,100,6,x,100,5,101,101
CCS(=O)(=O)CCSC1OC(COC(C)=O)C(OC(C)=O)C(OC(C)=O)C1OC(C)=O (stereo unspecified),0.9,95,2,95,96,3,-18,99,6,92,92
Cn1c(=O)c2c(nc(CN3CCOCC3)n2CCc2ccccc2)n(C)c1=O,0.3,97,1,97,95,-1,x,94,9,95,99
CC(NC(=O)CCCn1cc([N+](=O)[O-])cn1)c1ccccc1 (stereo unspecified),0.7,102,11,102,103,14,1,98,10,101,106
COc1ccc(CNc2ccc(-c3ccccc3OC)nn2)cc1,0.9,103,5,101,101,0,x,105,8,104,109
CCOc1cc(/C=C/c2nc3ccccc3s2)ccc1OCC(=O)N1CCOCC1,1.1,96,-4,99,98,2,-35,101,2,100,96
O=Cc1c(Cl)nc2ccccn12,0.1,97,0,96,100,20,12,103,11,101,98
CCCN1CCN(CCCNC(=S)Nc2ccc(OC)cc2)CC1,0.1,103,-1,103,101,2,7,104,1,103,103
CCCCOC(C)n1cc(F)c(=O)[nH]c1=O (stereo unspecified),0.5,99,1,97,98,-4,14,96,15,97,103
CCCc1cc(=O)[nH]c(SCC(=O)N2CCN(S(=O)(=O)c3ccccc3)CC2)n1,1.1,99,21,100,98,-3,-15,98,13,99,103
Cn1nc(C(F)(F)F)c(CNC(=O)C(C)(C)CCl)c1N1CCOCC1,0.6,100,5,96,101,6,12,99,13,99,102
O=C(Nc1nonc1-c1ccc(Cl)cc1)c1ccccc1,0.1,96,3,92,98,19,-6,99,11,95,100
O=C(c1cccc(Cl)c1Cl)N1CCN(c2ccccn2)CC1,0.8,103,7,99,98,12,x,99,11,101,105
CC(=O)C1=C(O)C(=O)N(CC(=O)O)C1c1ccccc1Cl (stereo unspecified),-0.3,98,-1,95,100,33,x,99,4,98,94

# A different layout for two compounds above:
> O=Cc1c(Cl)nc2ccccn12
  ABCB1 block: 0.1
  Cdc42 wt: 97
  ABCG2 block: 0
  Rac1 act GTP bind: 96
  Rab2A wt mod: 100
  Mcl1-Noxa inh: 20
  Pf gametocyte: 12
  Rab7 wt modul: 103
  Avidin fluor: 11
  HRas wt GTP bind: 101
  Rac1 wt modul: 98
> CCCc1cc(=O)[nH]c(SCC(=O)N2CCN(S(=O)(=O)c3ccccc3)CC2)n1
  ABCB1 block: 1.1
  Cdc42 wt: 99
  ABCG2 block: 21
  Rac1 act GTP bind: 100
  Rab2A wt mod: 98
  Mcl1-Noxa inh: -3
  Pf gametocyte: -15
  Rab7 wt modul: 98
  Avidin fluor: 13
  HRas wt GTP bind: 99
  Rac1 wt modul: 103

# Later entries:
SMILES,ABCB1 block,Cdc42 wt,ABCG2 block,Rac1 act GTP bind,Rab2A wt mod,Mcl1-Noxa inh,Pf gametocyte,Rab7 wt modul,Avidin fluor,HRas wt GTP bind,Rac1 wt modul
COCCn1nnnc1CN1CCC(NC(=O)c2ccc(Br)cc2)CC1,-0.2,96,35,95,98,5,18,100,35,98,102
CCOc1ccc(/C=N/n2c(SC)nnc(C(C)(C)C)c2=O)cc1,0.8,106,4,102,101,3,10,100,29,102,105
COC(=O)c1ccc(COc2ccccc2[N+](=O)[O-])o1,0.5,102,17,102,98,0,-7,100,16,100,103
CC(C)(C)NC(=O)CN(C(=O)c1csnn1)c1ccccc1-c1ccccc1,0.7,94,3,94,92,21,-33,93,32,96,99
COc1ccccc1-c1cc(C(=O)N/N=C\c2cnn(C)c2C)c2ccccc2n1,2.5,100,10,97,97,1,-17,94,13,97,100
Cc1nc(N2CCC(C)CC2)c(C#N)c(C)c1[N+](=O)[O-],0.2,94,2,94,94,9,-17,98,10,95,99
O=C(CNc1cc(S(=O)(=O)N2CCOCC2)ccc1N1CCCC1)N1CCc2ccccc21,1.4,99,3,97,100,-4,-11,103,13,100,101
CCN(C(=O)CSc1nc2c(cnn2-c2ccccc2)c(=O)[nH]1)C1CCS(=O)(=O)C1 (stereo unspecified),0.5,99,5,99,94,4,-12,100,3,98,102
O=C1CC(c2cccc(Br)c2)c2cc3c(cc2N1)CCC3 (stereo unspecified),0.3,95,0,91,95,32,x,95,8,94,91
CC(=O)NS(=O)(=O)c1ccc(NC(=O)c2ccc3c(c2)C(=O)N(CCC(C)C)C3=O)cc1,-0.7,98,-8,97,97,13,x,100,2,99,102
Cc1cc(C)cc(NC(=S)NCc2cccn2C)c1,0.2,100,1,92,94,18,x,96,36,100,98
CS(=O)(=O)c1cccc(C(=O)Oc2ccccc2)c1,0.1,98,0,98,98,19,x,97,5,98,103
Cc1csc(NC(=O)/C=C/c2ccc(C)o2)n1,0.0,103,15,98,99,47,0,99,23,99,104
Cc1ccc(C(=O)Nc2ccc(N3CCN(C(=O)c4ccco4)CC3)cc2)cc1,0.2,97,1,101,97,7,-16,93,13,96,103
NC(=O)Cn1nc([N+](=O)[O-])nc1Oc1ccccc1F,0.1,100,1,101,102,-4,0,105,5,100,103
CCN(CC)C(=O)Cn1c(=O)n(-c2ccccc2)c(=O)c2sccc21,0.4,102,2,99,97,12,4,98,13,99,100
Cc1ccccc1-n1c(SCc2cccc(F)c2)nc2[nH]ncc2c1=O,0.2,100,0,98,99,-40,16,100,3,98,101
CNC(=S)NNC(=O)COc1ccc(C)c(C)c1,-1.0,103,-2,102,102,1,5,101,3,102,104
Cc1c(Br)cc(C(=O)N2CCCC2)c(C)c1C,1.2,93,3,91,94,-11,-34,93,10,93,92
COc1ccc(-c2nc(C)ncc2N=Nc2ccccc2)cc1,0.8,101,5,97,98,13,-3,100,38,101,98
CCOc1ccc(N=C2SC(C(=O)Nc3ccccc3C#N)C(N)=C2C(=O)Nc2ccc(Cl)cc2)cc1 (stereo unspecified),-0.6,92,-2,93,97,7,2,101,9,95,94
COc1ccc(CCN=CC2=C(O)CC(C)(C)CC2=O)cc1,0.3,101,2,101,99,9,x,102,13,103,102
Cc1ccc(-c2nnn(CC(=O)N(CC(=O)NC3CCCC3)c3cnc4ccccc4c3)n2)o1,-0.5,102,-4,98,97,0,8,92,30,98,108
CCN1CCN(c2nc(Nc3cccc(C)c3)nc(N)c2[N+](=O)[O-])CC1,1.7,101,28,100,101,18,-34,100,14,102,104
C/C(=C(\C#N)C(=O)NCCCN1CCOCC1)N(C)C,0.2,96,0,97,95,10,x,90,9,98,96
COCCSc1nnc(NC(=O)C(C)(C)C)s1,0.3,106,1,102,102,1,-12,101,12,104,106
Cc1ccc(-c2cc(NC(=O)CCl)n(-c3ccccc3)n2)cc1,-0.6,107,27,100,100,-4,x,101,13,103,109
CC(=O)N1c2ccccc2Oc2cc3ccccc3cc21,-0.3,98,-3,100,100,-1,x,96,12,100,99
Cc1nc(-c2ccccc2)cc(=O)[nH]1,0.7,98,3,96,96,14,x,95,11,98,98
Cc1cccc(NCCNc2cccc(C)c2)c1,0.6,107,4,102,104,3,x,105,43,104,106
CC1CN(CC(=O)N2CCc3[nH]c4ccccc4c3C2)CC(C)O1 (stereo unspecified),0.4,106,1,102,104,13,x,104,15,105,106
Cc1cc(NC(=O)CSc2nc3ccsc3c(=O)n2CCCC(=O)NCCc2ccccc2)no1,1.2,102,7,101,99,16,-3,95,13,99,100
O=C(Oc1ccc(-c2nnco2)cc1)N(c1ccccc1)c1ccccc1,0.7,103,2,100,101,-14,12,102,11,103,101
COc1ccc(OC)c(-n2nnnc2SCC(=O)Nc2ccc3c(c2)OCCO3)c1,0.2,100,2,96,98,10,x,97,13,100,99
CN1C(=O)CCC1(O)c1ccccc1 (stereo unspecified),0.2,100,2,99,101,0,9,102,5,101,101
CC(C)c1cc(NC(=O)C(C)(C)C)cc(C(C)C)c1O,1.6,104,10,99,103,8,x,100,24,102,107
CCOC(=O)Cc1csc(NS(=O)(=O)Cc2ccccc2)n1,0.8,98,-11,97,100,21,19,104,8,100,100
CC(=O)c1oc2ccccc2c1NC(=O)CCCN1C(=O)c2ccccc2C1=O,0.3,99,1,99,99,6,x,102,8,100,100
CCOC(=O)c1sc2nc(C)nc(SCC(=O)N(CC)C3CCS(=O)(=O)C3)c2c1C (stereo unspecified),0.5,99,2,97,97,2,-15,99,12,95,99
CNC(=S)NNC(=O)c1cccc(C(F)(F)F)c1,0.5,93,2,95,92,10,x,91,13,91,92
CCOCCCN1C(=O)CN(C2CCC(C)CC2)C(=O)C1c1ccc(C)cc1 (stereo unspecified),2.6,102,3,99,99,8,x,96,25,97,100
O=C1C2C3C=CC(C3)C2C(=O)N1CCC(=O)N1CCc2ccccc21 (stereo unspecified),0.2,98,4,101,101,4,-23,93,6,101,105
CC(=O)CC(=O)Nc1ccc(Nc2ccccc2)cc1,0.1,102,4,99,98,2,x,99,2,103,100
